TbPYK inhibitor – inhibitors of Trypanosoma brucei pyruvate kinase. TbPYK enzyme, Kinase-Glo Plus ATP luminescence, 45 min. Potency, µM (series often up to 76.8 µM), for inactives: at the top dose activity, negative = inhibition, most hits filed as inhibitors. 410,000 tested, 0.12% active. Q57TT1. AID 624173; active = well fitted inhibition curve with a large enough effect; also: nearly all actives have a fitted effect of over 50% in size
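Assay buffer: 50 mM TEA pH 7.2, 100 mM KCl, 10 mM MgCl2, 0.05% BSA, 0.01% Tween-20. Pyruvate kinase from T. brucei plus substrate met compound, then ADP (130 uM final). Luminescence was read post 45 min RT.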
* = called active by the depositor; [ ] = another dose, or the depositor's remark. % is scaled to controls: 0 for no effect and ±100 for the full control effect; potency is read from the fitted curve at half-maximal effect. The list is partial, so the mix of outcomes need not match the whole.

Molecule | TbPYK inhibitor
Cc1ccc(C(=O)c2cn(CC(=O)Nc3ccc(C(C)C)cc3)c3nc(C)ccc3c2=O)cc1 | -5%
Cc1ccc(NC(=O)c2c(C)oc3nc(C)nc(N4CCCC4)c23)c(C)c1 | -3%
CC(=NO)c1cc(Br)c2cccc3c2c1CC3 | 2%
COc1ccc(NC(=O)Cn2c([N+](=O)[O-])cnc2C)c(OC)c1 | -4%
COc1ccc(OC)c(CCNC(=O)c2nc(-c3ccc(Cl)cc3)n3c2CCCCC3)c1 | 13%
Cc1cc(C)c2c(=O)[nH][nH]c2n1 | -21%
CC1(C(=O)NS(=O)(=O)c2ccc(C#N)cc2)CCN1C(=O)CC1CCCC1 (stereo not drawn) | -9%
Cc1ccc2nc(CN3CCN(S(=O)(=O)c4ccc(F)cc4)CC3)oc2c1 | -6%
COc1ccc(CNC(=O)COCc2cc(-c3ccc4c(c3)OCO4)on2)cc1 | 4%
Cc1ccc(NC(=O)CN2CCN(C3CCCCC3)C(=O)C2=O)cc1 | -18%
Cc1nc2nc(-c3ccc(Cl)cc3Cl)nn2c(C)c1CCC(=O)Nc1ccc(F)cc1 | 0%
N#Cc1ccc(-c2cccs2)nc1SCC(=O)Nc1cccc(C(F)(F)F)c1 | 0%
CCCS(=O)(=O)NC(=O)C1(C)CCCN(C(=O)c2ccccc2OC)C1 (stereo not drawn) | -9%
CCOC(=O)C1(C)CCCN(C(=O)CCc2ccccc2)C1 (stereo not drawn) | 3%
CC1CC2OC2CC1COC(=O)C1CC2OC2CC1C (stereo not drawn) | -5%
Cc1ccc(CNC(=O)c2ccc(S(=O)(=O)N3CCCC3)cc2)cc1 | 3%
CCCCN(C(=O)c1cc(S(=O)(=O)N2CCCCC2)ccc1Cl)c1c(N)n(CC(C)C)c(=O)[nH]c1=O | 9%
O=C(Cc1ccc(Br)cc1)NCCc1ccccc1 | 4%
O=C(Nc1nc2ccccc2n1CCOc1ccccc1Cl)c1ccccc1 | -9%
O=C1C(c2ccccc2)CN1Cc1ccccc1 (stereo not drawn) | -4%
COC(=O)C1=C(CCc2ccccc2)NC(=O)NC1c1ccc(C#N)cc1 (stereo not drawn) | 2%
Cc1nc2nc(NCc3cccc(Cl)c3)[nH]n2c(=O)c1Cc1ccccc1 | -8%
CCCCN(C)C(=O)c1sc(=O)n(Cc2c(C)noc2C)c1C | 3%
O=C(O)CC(CN1C(=O)c2ccccc2C1=O)c1ccccc1 (stereo not drawn) | 1%
COc1ccc(CCNC(=O)CCc2c(C)nc3c4c(C)cc(C)nc4nn3c2C)cc1OC | -2%
CC1CCN(S(=O)(=O)c2cc(C(=O)N3CCN(c4ccccc4)CC3)ccc2Br)CC1 | 3%
O=C(Cc1ccc(Cl)cc1)N1CCc2ccccc2C1 | 4%
CC1(C)CC/C(=C\c2ccc(Cl)cc2)C1(O)Cn1cncn1 (stereo not drawn) | -6%[157 µM]
O=C(COC(=O)c1cccc(F)c1)Nc1cccc(S(=O)(=O)N2CCCCC2)c1 | -8%
COc1ccc(CNC(=O)C2CCN(c3nc4ccccc4[nH]3)CC2)c(OC)c1 | 0%[15.4 µM]
O=c1cc(-c2ccccc2)oc2cc(O)cc(O)c12 | 3%
CC1OC(CCc2cccc(Cl)c2)Cc2[nH][nH]c(=O)c21 (stereo not drawn) | -6%
Cc1ccc([C@H]2N[C@]3(CCCN(Cc4ccc(C(F)(F)F)cc4)C3=O)[C@H]3C(=O)N(Cc4ccccc4)C(=O)[C@@H]23)cc1 | 5%
NC(c1csc(Nc2ccc(C(=O)c3ccccc3)cc2)n1)c1ccccc1Cl (stereo not drawn) | 4%
COc1ccc(CNC(=O)CSCc2nc(-c3ccccc3C)oc2C)cc1 | 2%
C#CCNC(=O)C[C@@H]1C[C@@]2(C(=O)OC)CCCCC=C2N(CCC2=CCCCC2)C1=O | -1%
COc1ccc(Br)cc1C1C(C(=O)Nc2ccc(C)cc2C)=C(C)Nc2ncnn21 (stereo not drawn) | -1%
Cc1ccc2c(c1)C(=O)OC(C(=O)Nc1ccccc1C(=O)O)C2 (stereo not drawn) | -3%
Nc1ccc(S(=O)(=O)NCC2CCCCO2)cc1 (stereo not drawn) | 2%
Fc1ccc(CNc2cc(-c3ccccc3)nc3nncn23)cc1 | 3%
COC(=O)N1CCC2(CCCN(C(=O)Nc3cccc(F)c3)C2)CC1 | 2%
CCCCCCCCS(=O)c1sc2nc3c(cc2c1N)CCCC3 (stereo not drawn) | -18%
CCS(=O)(=O)N1CCc2cc(C(=O)NCCc3ccc(OC)c(OC)c3)ccc21 | 3%
COc1ccc(CC(=O)NCCc2ccc3c(c2)OCO3)cc1OC | 3%
CCCCCn1c(=O)[nH]c2cc(C(=O)NCc3ccc(Cl)cc3)ccc2c1=O | -7%
COc1ccc(OC)c2c1CCC1(C2)NC(=O)NC1=O (stereo not drawn) | -8%
Cc1cc2c(cc1C)NC(CC(=O)Nc1ccccc1)C(=O)N2 (stereo not drawn) | 3%
COc1ccc(N2CC(NC(=O)c3cccs3)CC2=O)cc1 (stereo not drawn) | 0%
CC(=O)Nc1ccc(S(=O)(=O)N(CC(=O)NCC2CCCO2)Cc2ccccc2Cl)cc1 (stereo not drawn) | 8%
O=C(COC(=O)C1COc2ccccc2O1)c1ccccc1 (stereo not drawn) | -4%
Cc1ccc(-n2c(=O)c3c(cnn3C)n(Cc3ccccc3F)c2=O)cc1 | 3%
O=C(Nc1ccc(SC(F)F)cc1)c1cc(-c2cccs2)on1 | 1%
CC(=O)Nc1ccc(S(=O)(=O)Nc2cccc(-c3ccc(N4CCC(C)CC4)nn3)c2)cc1 | -6%
O=C(NCc1ccccc1Cl)C(=O)NCC(c1cccs1)S(=O)(=O)c1ccccc1 (stereo not drawn) | -3%
CCCCn1cc(S(=O)(=O)c2ccc(Cl)cc2)c(=O)c2cc(F)c(N3CCCC(C)C3)cc21 (stereo not drawn) | -2%
CCOC(=O)c1cccc(NC(=O)c2cc3c(=O)n(Cc4ccccc4)ccc3nc2C)c1 | 13%
O=C(Nc1nnc(-c2ccc(Cl)s2)o1)C1CCCCC1 | 2%
COCCNC(=O)c1ccc2c(=O)n(CCc3ccccc3)c(SCC(=O)CC(=O)OC)nc2c1 | -1%
Cc1cccc(C(O)(C(=O)O)c2ccccc2)c1 (stereo not drawn) | -7%
Cc1ccc(-c2cc(C(=O)N3CCN(c4ccccc4)CC3)c3ccccc3n2)cc1C | 7%

Single entries from the results shown:
TbPYK inhibitor, CCCCCn1c(=O)[nH]c2cc(C(=O)NCc3ccc(Cl)cc3)ccc2c1=O → -7%
TbPYK inhibitor, COc1ccc(Br)cc1C1C(C(=O)Nc2ccc(C)cc2C)=C(C)Nc2ncnn21 (stereo not drawn) → -1%

More records:
Molecule | TbPYK inhibitor
O=C1CCCc2ccc3ccccc3c21 | 3%
COc1cc(NC(=O)CCc2c(C)nc3nc(-c4cc(OC)cc(OC)c4)nn3c2C)cc(OC)c1 | -5%
CN1C(=O)C2(c3ccccc31)N(c1cccc(C(F)(F)F)c1)C(=O)CS2(=O)=O (stereo not drawn) | -13%
COc1cccc(C(C)(O)c2nc(/C=C/c3ccccc3)cs2)c1 (stereo not drawn) | 4%
c1ccc(COc2ncnc3c2ncn3CCCNCCN2CCOCC2)cc1 | -6%
COc1ccccc1NC(=O)COc1ccc(C(F)(F)F)cc1[N+](=O)[O-] | -15%
COc1cccc(CC(=O)Nc2ccc3nc(N4CCC(C)CC4)cc(C)c3c2)c1 | -7%
CCNC(=O)C1(C)CCN1CCS(=O)(=O)c1ccc(C)cc1 (stereo not drawn) | 0%
O=C(CCCn1c(=O)c2ccccc2n(CC(=O)Nc2ccc(F)cc2F)c1=O)NCc1ccccc1Cl | -4%
CCCC(=O)N1CCC1(C)C(=O)NCc1ccc(SC)cc1 (stereo not drawn) | 6%
O=C(Nc1ccc(Nc2ccccc2)cc1)c1ccc(Cl)cc1[N+](=O)[O-] | -1%
COc1ccc(-c2onc(C)c2C)cc1S(=O)(=O)Nc1cccc(C#N)c1 | 13%[15.4 µM]
Cc1cn([C@H]2C[C@H](O)[C@@H](/C=C/C(=O)NCCc3ccc4c(c3)OCO4)O2)c(=O)[nH]c1=O | -2%
COC(=O)c1cc2oc(C)cc2n1Cc1ccc(Cl)cc1 | -7%
CN(Cc1cccc(-c2ccncc2)c1)C(=O)Oc1ccccc1Cc1ccccc1 | 2%
CCOc1ccc(N2C(=O)c3[nH]nc(-c4ccc(OC)cc4)c3C2c2cccs2)cc1 (stereo not drawn) | -6%
CCc1ccc(-n2c3nc(=O)[nH]c(=O)c-3cc3c(C)nn(-c4ccccc4)c32)cc1 | 0%
CCOC(=O)CC1c2ccccc2-n2nncc2CN1C (stereo not drawn) | 2%
Cc1ccc2[nH]c(CSc3nnc(NC(=O)COc4ccccc4F)s3)cc(=O)c2c1 | -4%
CCOC(=O)C(=O)N(C)c1c(CC)nc2c(OCc3ccccc3C)cccn12 | 0%
COc1cccc(N2C(=O)C(CC(=O)Nc3ccc(Cl)cc3)N(Cc3ccc4c(c3)OCO4)C2=O)c1 (stereo not drawn) | -1%
CC1=C(C(=O)N2CCOCC2)CC(CC(=O)NC2CCCC2)C(=O)N1CCCN1CCCC1=O (stereo not drawn) | 1%
COC(=O)c1sc2ccc(C)cc2c1C(=O)OC | -2%
COC(=O)c1c(NC(=O)c2ccc(S(=O)(=O)N3CCCCC3C)cc2)sc2c1CCN(C(C)C)C2 (stereo not drawn) | 3%
CC(=O)c1ccc(NC(=O)Nc2ccc3snnc3c2)cc1 | -17%
CCC(C(=O)Nc1cc(-c2nc3cccnc3s2)ccc1C)c1ccccc1 (stereo not drawn) | -8%
O=C(COc1cccc(Cl)c1)N1CCC(c2nc3ccccc3s2)CC1 | 2%
CCCN(CCC)C(=O)Cn1c(=O)n(Cc2ccc(C(=O)NCCc3ccc(OC)c(OC)c3)cc2)c(=O)c2ccccc21 | 4%
CCOc1ccc(C(=O)Nc2cccc(OCc3cc(=O)n4cc(C)sc4n3)c2)cc1 | -6%
Cc1cccc(NC(=O)c2sc3nc4c(cc3c2N)CN(Cc2ccccc2)CC4)c1 | -10%
Cc1ccc(-c2cc(C(=O)N(Cc3ccc(C(C)(C)C)cc3)Cc3ccco3)no2)cc1 | -10%
CCc1ccc(N(CC)C(=O)c2cc3c(=O)oc4ccc(C)cc4c3s2)cc1 | 0%
CCCCn1nnnc1C1(C)CCC(=O)N1Cc1ccc(OC)c(OC)c1 (stereo not drawn) | -6%
COc1ccc2nc(-c3ccc(CN4CCC(n5c(=O)[nH]c6ccccc65)CC4)cc3)c(-c3ccccc3)nc2c1 | 7%
CCOC(=O)c1ccccc1NC(=O)CSc1ncc2c(n1)-c1ccccc1N(CC)S2(=O)=O | 0%
CC(C)Oc1ccc(C(=O)Nc2nc3c(s2)CC(C(C)(C)C)CC3)cc1 (stereo not drawn) | 2%
Cn1c(=O)c2nc3ccc(NC(=O)C(F)(F)F)cc3nc2n(C)c1=O | 4%
CCOc1ccc(-c2nc(CSCC(=O)NCc3ccc(Cl)cc3)c(C)o2)cc1 | -2%
CCc1nc2ccc(C(=O)NC(C)(C)C)cn2c1N(CC)Cc1cccc(Br)c1 | 5%
Cc1ccccc1CS(=O)(=O)Cc1ccc(C(=O)NCCc2ccc(Cl)cc2)o1 | 1%[15.4 µM]
O=C(CCn1cccn1)Nc1cccc(C(F)(F)F)c1 | -8%
Cc1ccc(NC(=O)Cn2nnc(-c3ccccc3)n2)c(C)c1 | 0%
Cc1cc(OC(=O)Nc2ccccc2)ccc1Cl | 7%
COCCNC(=O)c1ccc2c(c1)N(Cc1cccc(Cl)c1)C(=O)c1ccccc1S2=O (stereo not drawn) | -2%
COC(=O)N1CCC[C@@]2(CCN(C(=O)Nc3ccc(OC)cc3)C2)C1 | -3%
COc1ccc(N2C(=O)CSC23C(=O)N(Cc2ccccc2F)c2ccccc23)cc1Cl (stereo not drawn) | 8%
COc1cccc(Cn2cc(C(=O)c3ccccc3)c(=O)c3cc4c(cc32)OCO4)c1 | 4%
O=C(CCc1nc(-c2ccc(Cl)cc2)no1)OCc1ccc(Br)cc1 | -9%
COc1ccc(C(=O)NCC(=O)OCC(=O)c2c[nH]c3ccccc23)cc1 | 3%
Cc1cc(C)c(C)c(S(=O)(=O)N2CCNC(=O)C2)c1C | -12%

By substructure: the entries above containing an NH in an aromatic ring.
Molecule | TbPYK inhibitor
Cc1cc(C)c2c(=O)[nH][nH]c2n1 | -21%
CCCCN(C(=O)c1cc(S(=O)(=O)N2CCCCC2)ccc1Cl)c1c(N)n(CC(C)C)c(=O)[nH]c1=O | 9%
Cc1nc2nc(NCc3cccc(Cl)c3)[nH]n2c(=O)c1Cc1ccccc1 | -8%
COc1ccc(CNC(=O)C2CCN(c3nc4ccccc4[nH]3)CC2)c(OC)c1 | 0%[15.4 µM]
CC1OC(CCc2cccc(Cl)c2)Cc2[nH][nH]c(=O)c21 (stereo not drawn) | -6%
CCCCCn1c(=O)[nH]c2cc(C(=O)NCc3ccc(Cl)cc3)ccc2c1=O | -7%
Cc1cn([C@H]2C[C@H](O)[C@@H](/C=C/C(=O)NCCc3ccc4c(c3)OCO4)O2)c(=O)[nH]c1=O | -2%
CCOc1ccc(N2C(=O)c3[nH]nc(-c4ccc(OC)cc4)c3C2c2cccs2)cc1 (stereo not drawn) | -6%
CCc1ccc(-n2c3nc(=O)[nH]c(=O)c-3cc3c(C)nn(-c4ccccc4)c32)cc1 | 0%
Cc1ccc2[nH]c(CSc3nnc(NC(=O)COc4ccccc4F)s3)cc(=O)c2c1 | -4%
COc1ccc2nc(-c3ccc(CN4CCC(n5c(=O)[nH]c6ccccc65)CC4)cc3)c(-c3ccccc3)nc2c1 | 7%
COc1ccc(C(=O)NCC(=O)OCC(=O)c2c[nH]c3ccccc23)cc1 | 3%

Assay outcomes deposited in PubChem by National Center for Advancing Translational Sciences (NCATS).
